Screens from PubChem.
TEAD-YAP block = TEAD-YAP interaction inhibition; AID 1259422; inhibition, % at 9.12 µM; actives 1.4% (n = 640,000); HEK-TIYL cells, TEAD-Gal4/YAP UAS-luciferase luminescence; in the data active = inhibition above about 32%;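 also: 0% = median of test compound wells and 100% = reference inhibitor wells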
GPR151 ag = activators of human GPR151. PathHunter beta-arrestin GPR151 cells, luminescence. activation, % at 11.2 µM. actives 1% (n = 650,000). AID 1508602; in the data active = activation above about 4.9%;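 also: 0% = median of compound wells and 100% = cells with positive control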
Target sequence (Q8TDV0 whole entry, looked up): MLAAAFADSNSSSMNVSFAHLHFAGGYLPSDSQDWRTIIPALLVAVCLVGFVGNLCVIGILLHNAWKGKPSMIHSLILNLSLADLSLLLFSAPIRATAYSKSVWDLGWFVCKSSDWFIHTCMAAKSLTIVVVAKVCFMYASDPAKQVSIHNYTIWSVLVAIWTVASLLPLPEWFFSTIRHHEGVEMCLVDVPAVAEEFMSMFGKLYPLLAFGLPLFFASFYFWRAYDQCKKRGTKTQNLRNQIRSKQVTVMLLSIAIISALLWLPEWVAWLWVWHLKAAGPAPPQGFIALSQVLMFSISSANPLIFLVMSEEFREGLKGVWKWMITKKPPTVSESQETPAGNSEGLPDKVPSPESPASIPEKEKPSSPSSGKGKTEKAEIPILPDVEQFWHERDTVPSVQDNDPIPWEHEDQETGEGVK
FBW7 activator = human FBW7 E3 ligase activation, primary screen; Q969H0; AlphaScreen FBW7–phospho-cyclin E peptide binding, activator screen; normalized activity (activation), % at 26.1 µM; actives 0.13% (n = 650,000); in the data active = normalized activity above about 1.9%;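 also: purified mutant Fbw7 with reduced substrate affinity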
MITF inh = human MITF inhibition, primary screen; actives 0.91% (n = 650,000); inhibition, % at 2.6 µM; O75030; AlphaScreen MITF homodimerization, bead proximity signal; AID 1259374; in the data active = inhibition above about 50%;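 also: 0% = vehicle wells with protein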
Target sequence (O75030 whole entry, looked up): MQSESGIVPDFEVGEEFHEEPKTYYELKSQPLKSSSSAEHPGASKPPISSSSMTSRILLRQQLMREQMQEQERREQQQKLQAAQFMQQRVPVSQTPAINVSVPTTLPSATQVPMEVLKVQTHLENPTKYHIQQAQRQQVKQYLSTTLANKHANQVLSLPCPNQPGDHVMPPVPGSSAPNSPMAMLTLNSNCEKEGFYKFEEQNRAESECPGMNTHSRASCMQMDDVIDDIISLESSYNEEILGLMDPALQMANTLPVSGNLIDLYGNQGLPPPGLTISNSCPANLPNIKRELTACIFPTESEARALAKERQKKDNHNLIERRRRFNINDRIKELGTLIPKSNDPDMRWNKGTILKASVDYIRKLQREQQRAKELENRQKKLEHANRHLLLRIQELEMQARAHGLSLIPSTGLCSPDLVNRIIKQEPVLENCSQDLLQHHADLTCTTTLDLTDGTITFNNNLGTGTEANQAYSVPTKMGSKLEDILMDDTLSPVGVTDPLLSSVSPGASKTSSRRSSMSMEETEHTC
Active calls of the source: *. Compounds were not picked by outcome. About 3.4% of those tested had a hit in this group.

cpd	structure	TEAD-YAP block	GPR151 ag	FBW7 activator	MITF inh
1	COC(=O)c1[nH]c2c(c1C)C(=O)CC(c1cc(OC)ccc1OC)C2 (stereo not given)	46.1*	0.3	0.1	-5.0
2	CC(C)CC(=O)C1CCCN(C(=O)C2CC(Cc3ccc(F)cc3)=NO2)C1 (stereo not given)	-0.7	0.9	0.0	-5.8
3	CN(C)CC(C)(O)c1ccc2c(c1)CN(C)CCO2 (stereo not given)	-0.1	-0.7	0.0	0.5
4	COc1ccc(/C=C\c2[nH]c(=O)[nH]c(=O)c2[N+](=O)[O-])cc1O	-6.0	0.2	-0.1	11.6
5	CC1=C(C(=O)Nc2ccccc2)C(c2ccc(C(C)C)cc2)NC(=S)N1 (stereo not given)	-5.0	2.8	0.0	6.1
6	CC(OC(=O)C1CCCCC1)c1nc2ccccc2[nH]1 (stereo not given)	-6.6	-0.2	-0.3	-6.2
7	O=C(CSc1ncccc1C(=O)N1CCN(c2cccc(Cl)c2)CC1)Nc1ccc(Br)cc1F	-41.4	0.7	0.1	0.3
8	Cc1cc(Cl)ccc1OCC(=O)NCC(C)NC(=O)COc1ccc(Cl)cc1C (stereo not given)	14.1	0.0	0.0	-14.7
9	O=C(NCc1ccc(Cl)cc1)C1CCN(C(=O)c2ccc([N+](=O)[O-])cc2)CC1	-1.0	-0.5	-0.1	-17.2
10	CN(CCc1ccccn1)C(=O)/C(=C/c1ccccc1)NC(=O)c1ccccc1	4.8	0.2	0.1	-1.8
11	CC(=O)CCc1ccc(OC(=O)c2cccnc2)cc1	14.0	1.0	-0.1	9.1
12	CCn1c(C)[n+](CCOC)c2cc(Cl)c(Cl)cc21	-7.2	0.9	0.0	5.3
13	CC1=C(C#N)C(=O)N(CCc2ccccc2)C(=O)/C1=C/c1ccc(-c2ccc(S(N)(=O)=O)cc2)o1	-2.5	-1.5	-0.2	5.9
14	CC(=O)N(Cc1cccs1)Cc1cc2cccc(C)c2[nH]c1=O	10.2	2.3	0.3	10.9
15	CCCNc1nc(N2CCC(N3CCOCC3)CC2)nc2c1ncn2Cc1ccc(C(F)(F)F)cc1	-8.3	1.1	-0.1	13.1
16	Cc1ccc(-c2nc(N)n(C(=O)CCc3ccccc3)n2)cc1	-3.2	-0.5	0.1	-0.7
17	Cc1cccc(N(CC(=O)NCc2ccc(Cl)cc2)S(=O)(=O)c2ccccc2)c1C	-0.8	-0.7	0.4	20.8
18	O=C(COc1ccc(I)cc1)NC1CCCCC1	-14.3	-0.4	-0.1	-4.4
19	O=C(Nc1nc2c(s1)CCCC2)c1ccco1	29.0	-8.1	0.1	-2.0
20	Cc1ccc(OC2OC(CO)C(O)C(O)C2O)cc1 (stereo not given)	2.9	0.1	0.0	0.2
21	CS(=O)(=O)c1cccc(S(=O)(=O)N2CCc3nc4ccncc4cc3C2)c1	0.4	-0.8	0.1	-3.2
22	COCCNCCC1CCC(=O)N1CCc1nc(-c2ccccc2)cs1 (stereo not given)	2.8	-0.6	0.0	-0.5
23	Cc1nc(Nc2ncccn2)cc(-c2cccc(C(F)(F)F)c2)n1	-1.3	-0.9	0.0	-0.3
24	O=C(NCCn1ccnc1)c1ccc(OC2CCN(C(=O)C3CC3)CC2)cc1	-10.6	-1.4	0.0	-8.5
25	O=C(CSc1nc(Nc2ccc3c(c2)OCO3)c2ccccc2n1)c1ccc(Cl)cc1	-17.3	1.8	-0.2	-16.3
26	Cc1c(NC(=O)CC23CC4CC(CC(C4)C2)C3)c(=O)n(-c2ccccc2)n1C	-1.7	2.4	0.2	-3.7
27	CC(=O)c1cccc(NS(=O)(=O)c2ccc(N/C=C\C(=O)c3cccs3)cc2)c1	-22.4	0.3	0.6	10.0
28	Cc1ccc(OCC(=O)N2CCc3nnc(CCNC(=O)C(C)C)n3CC2)cc1	5.2	0.2	0.0	4.2
29	Cc1ccc(NC(=O)Cn2nnc(-c3nc(-c4ccc5c(c4)OCO5)no3)c2N)c(C)c1	-1.1	-1.0	-0.2	5.6
30	N#C/C(=C/c1cccc2ccccc12)C(=O)NC1CCCC1	4.5	1.8	-0.1	9.6

Compound profiles (already shown). Screens in order: TEAD-YAP block, GPR151 ag, FBW7 activator, MITF inh
`Cc1ccc(OC2OC(CO)C(O)C(O)C2O)cc1` (stereo not given) as listed: 2.9, 0.1, 0.0, 0.2
`CCn1c(C)[n+](CCOC)c2cc(Cl)c(Cl)cc21` as listed: -7.2, 0.9, 0.0, 5.3
`CC(C)CC(=O)C1CCCN(C(=O)C2CC(Cc3ccc(F)cc3)=NO2)C1` (stereo not given) as listed: -0.7, 0.9, 0.0, -5.8
`CC1=C(C#N)C(=O)N(CCc2ccccc2)C(=O)/C1=C/c1ccc(-c2ccc(S(N)(=O)=O)cc2)o1` as listed: -2.5, -1.5, -0.2, 5.9
`O=C(CSc1nc(Nc2ccc3c(c2)OCO3)c2ccccc2n1)c1ccc(Cl)cc1` as listed: -17.3, 1.8, -0.2, -16.3

Next section:
cpd	structure	TEAD-YAP block	GPR151 ag	FBW7 activator	MITF inh
31	Cc1cc(NS(=O)(=O)c2ccc(NC(=O)COc3ccc(C(C)C)cc3)cc2)nc(C)n1	5.3	0.3	-0.1	1.4
32	O=c1cc(CSc2ccc(Cl)cc2)nc(-c2ccncc2)[nH]1	-7.1	0.3	0.0	4.6
33	CCCCNC(=O)/C(=C/c1ccco1)NC(=O)c1ccc(OC)cc1	13.0	0.8	0.0	17.6
34	COc1ccc(OC)c(NC(=O)c2c(Cl)cccc2Cl)c1	-6.3	-1.0	-0.1	-2.0
35	CSc1nc2ccc(S(=O)(=O)NC3CCCCC3)cc2s1	-3.3	0.2	-0.1	-12.6
36	Cc1c(C(=O)N2C[C@@H](C)O[C@@H](C)C2)sc2ncnc(NCc3ccco3)c12	-0.7	0.2	-0.1	8.0
37	COc1cccc(C(=O)COC(=O)CCCC(=O)NC2CCCCC2)c1	6.0	0.1	0.1	6.7
38	Cc1ccccc1-n1ccnc1SCC(=O)NC(C)(C)C	-4.2	-1.4	0.1	0.4
39	CCOc1ccccc1NC(=O)c1ccc(-n2cnnn2)cc1	1.6	-1.6	-0.1	-6.5
40	CCC(C)Cn1c(COC)nc2ccccc21 (stereo not given)	10.4	1.0	0.6	16.5
41	COc1ccc(N2CCN(C(CNS(=O)(=O)c3ccc(OC)cc3)c3cccnc3)CC2)cc1 (stereo not given)	2.9	2.6	0.0	-11.3
42	Cc1cccc(C)c1Nc1ccc2nonc2c1[N+](=O)[O-]	-11.5	-1.3	0.6	-0.6
43	Cc1ccc(S(=O)(=O)c2c(C)c(C)cc(C)c2C)cc1	-2.4	0.1	0.4	-1.1
44	CCN1C(=O)/C(=C/c2cc3c(cc2Br)OCO3)SC1=S	-3.8	1.4	-0.1	-12.2
45	N#Cc1ccc(OCc2ccc(F)cc2)cc1	-39.4	-1.3	0.1	10.3
46	CC(C)OCCCNCc1c(C(=O)O)n(Cc2ccccc2Cl)c2ccccc12	-0.4	0.3	-0.1	-4.7
47	O=c1ccc2cc(S(=O)(=O)N3CCCC3)ccc2o1	-3.4	-0.3	0.0	-7.4
48	CC(C)OC(=O)c1ccc(NC(=O)c2cc3cc(Br)ccc3oc2=O)cc1	-0.8	0.1	0.0	10.8
49	Cc1ccc(/C=N/NC(=O)c2ccc(Br)cc2)cc1	-9.1	4.0	0.1	-6.0
50	COc1ccc(OC)c(/C(C)=N/Nc2nc3ccccc3[nH]2)c1	-25.1	0.3	-0.3	-1.5
51	CCOc1ccc(/C(O)=C2\C(=O)C(=O)N(c3nc(C)c(C(=O)OC)s3)C2c2ccc(F)cc2)cc1C (stereo not given)	6.5	1.7	0.1	-20.1
52	CCc1c(O)nc(SC)n(C2CCCCC2)c1=O	6.0	1.2	0.0	-2.7
53	CCOc1ccc(CNCc2ccc(OC)cc2)cc1	10.9	0.1	0.0	4.8
54	CCCOCCOC(=O)C1=C(C)NC2=C(C(=O)CCC2)C1c1ccccc1OCc1ccccc1 (stereo not given)	-2.5	0.6	-0.5	-0.6
55	CCN1CCN(C(=S)Nc2ccc3nc(N4CCN(CC)CC4)cc(C)c3c2)CC1	-9.1	-0.3	0.0	16.4
56	O=C1CC(n2nnn(-c3cccc4ccccc34)c2=S)C2COC1O2 (stereo not given)	-7.2	1.2	-0.2	0.2
57	Cc1nc2ncnn2c(C)c1Cc1ccc(Cl)cc1	-10.9	-0.5	0.1	6.2
58	CCc1ccccc1NC(=S)N(CCCN1CCOCC1)Cc1ccccn1	7.5	0.4	-0.1	2.2
59	COC(=O)c1ccccc1NC(=O)Nc1ccc2c(c1)CCC2	-0.1	0.4	-0.1	-16.2
60	CCOC(=O)c1c(NC(C)=O)sc2c(OCCN(CC)CC)c(Br)ccc12	-10.5	-0.9	-0.2	4.5

3 entries drawn at random from the list so far:
cpd	structure	TEAD-YAP block	GPR151 ag	FBW7 activator	MITF inh
45	N#Cc1ccc(OCc2ccc(F)cc2)cc1	-39.4	-1.3	0.1	10.3
32	O=c1cc(CSc2ccc(Cl)cc2)nc(-c2ccncc2)[nH]1	-7.1	0.3	0.0	4.6
55	CCN1CCN(C(=S)Nc2ccc3nc(N4CCN(CC)CC4)cc(C)c3c2)CC1	-9.1	-0.3	0.0	16.4

The list continues:
cpd	structure	TEAD-YAP block	GPR151 ag	FBW7 activator	MITF inh
61	CC(=O)N1CCN(Cc2c(C(=O)N3C[C@@H](C)O[C@@H](C)C3)nc3ccc(Cl)cn23)CC1	-0.4	-0.4	0.1	0.6
62	Cc1c(-c2ccccc2)nc2ccccc2c1C(=O)OCC(N)=O	2.7	0.0	-0.1	-9.0
63	O=C1CN(C(=O)C2COc3ccccc3O2)c2ccccc2N1 (stereo not given)	7.9	2.0	0.7	1.3
64	COc1cccc(CNC(=O)c2cnn3c(C)c(Cc4ccc(Cl)cc4)c(C)nc23)c1	0.4	-0.3	0.3	18.3
65	CCC(=O)Nc1cc(C(=O)OCc2ccccc2F)ccc1C	-19.2	0.5	1.2	7.2
66	COCc1cc(C)nc2sc(C(=O)Nc3ccc(Br)c(Cl)c3)c(N)c12	-22.4	1.0	-0.1	2.5
67	O=C(CNC(=O)c1ccc2c(c1)OCCO2)N=Nc1c(O)[nH]c2ccc([N+](=O)[O-])cc12	8.1	0.4	0.0	7.2
68	CCOc1cc(/C=N/NC(=O)CNc2ccc3c(c2)OCO3)ccc1O	14.6	-0.3	0.0	-1.5
69	CC1(C)CC(=O)N(CC(=O)NCc2ccc(Cl)cc2)c2ccccc2S1	1.0	3.1	-0.2	-9.6
70	OCC1CCCN(Cc2ccc3c(c2)CN(Cc2cc4c(cc2Cl)OCO4)CCO3)C1 (stereo not given)	2.6	0.0	0.1	17.0
71	CCOC(=O)N1CCN(C(=O)CN(c2ccccc2OC)S(C)(=O)=O)CC1	10.3	-0.3	0.1	7.3
72	CCC(C)NC(=S)Nc1ccccc1 (stereo not given)	10.7	0.4	-0.2	-11.1
73	COc1ccc(CN(C)CC(=O)Nc2ccc(C(C)(C)C)cc2)cc1	-0.4	-1.3	0.1	0.8
74	Cc1ccc(OC(C)C(=O)Nc2ccc(S(=O)(=O)Nc3nccs3)cc2)cc1 (stereo not given)	7.0	-1.0	0.0	12.2
75	CCOc1ccc(/C=N/NC(=O)CNc2cccc3ccccc23)cc1	10.0	-0.3	0.0	-5.8
76	CC1=C(C(=O)OCCc2ccccc2)C(c2ccc(C)cc2)C2=C(CC(C)(C)CC2=O)N1 (stereo not given)	-0.5	-0.5	1.4	11.7
77	COc1ccc(Cl)c(Cn2c(NCc3ccco3)nc3c2c(=O)n(C)c(=O)n3C)c1	-10.7	3.6	0.1	-14.7
78	COc1ccc2c(c1)CC(C1(O)C(=O)Nc3ccccc31)C2=O (stereo not given)	2.5	1.4	0.1	3.9
79	CC1(C)Oc2ccccc2C2CC(c3cccs3)=NN21 (stereo not given)	-24.4	2.1	0.0	-2.2
80	COc1ccc(C2C(C(=O)Nc3ccc(Br)cn3)=C(C)NC3=C2C(=O)CC(C)(C)C3)cc1 (stereo not given)	-5.5	0.6	0.4	-5.6
81	COc1cc([N+](=O)[O-])ccc1NC(=O)CCC1CCCCC1	2.2	2.5	-0.1	-4.9
82	CCN1CCN(C(c2ccc(OC)cc2)c2nnnn2CCOC)CC1 (stereo not given)	-6.2	-0.4	-0.1	7.7
83	COc1ccc(OC)c(N(CC(=O)Nc2ccccc2)S(=O)(=O)c2ccccc2)c1	2.1	1.8	0.0	5.6
84	O=C(O)c1cccc(N2CCOCC2)n1	1.9	-0.1	0.0	-3.3
